Bioassay records (PubChem)
STAT1 blocker: reduces IFN-gamma driven STAT1 reporter signal; inhibition, % at 5.5 µM; AID 920; NIH 3T3 STAT1-luciferase reporter, luminescence; hit rate 0.35% among 200,000;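 active = inhibition above a set limit, the mean inhibition across all tested compounds plus 3 SD, cut at about 34% in these data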;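 note: 0% = IFN-gamma with DMSO and 100% = IFN-gamma with 300 µM nifuroxazide; values of inactives mirror those of a sister screen read the other way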
APP 5'UTR act: APP 5'UTR luciferase reporter activation. SH-SY5Y APP 5'UTR luciferase reporter, luminescence; zero percent = DMSO vehicle wells. activation, % at 2 µM. hit rate 1% among 190,000. AID 1276;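 active = activation above a set limit, based on mean plus 3 SD of controls, cut at about 140% in these data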; note: values of inactives mirror those of a sister screen read the other way
DTT redox prof: compounds producing H2O2 with reducing agent – biochemical, NIH compound library profiling, artefact control for MLSCN library redox annotation, primary screen | DTT-dependent redox cycling H2O2, phenol red/HRP absorbance; 100% = 100 µM peroxide control, 0% = buffer | AID 878 | hit rate 0.03% among 200,000 | activation, % at 10 µM;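 active = activation of at least 50% relative to the plate's high and low controls in the primary single-dose screen; inactive = activation below 50%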;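 note: compound incubated with DTT at 0.8 mM final as the reducing agent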
TLR4 MyD88 comp: inhibitors of human TLR4-MyD88 binding. hit rate 0.18% among 200,000. HeLa CL3-4 TLR4/MyD88 BLA complementation, FRET ratio. O00206+Q99836. inhibition, % at 8.4 µM; in the data active = inhibition above about 25%;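 note: 0% = vehicle and 100% = reference inhibitor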
Target sequence (O00206 whole entry, looked up): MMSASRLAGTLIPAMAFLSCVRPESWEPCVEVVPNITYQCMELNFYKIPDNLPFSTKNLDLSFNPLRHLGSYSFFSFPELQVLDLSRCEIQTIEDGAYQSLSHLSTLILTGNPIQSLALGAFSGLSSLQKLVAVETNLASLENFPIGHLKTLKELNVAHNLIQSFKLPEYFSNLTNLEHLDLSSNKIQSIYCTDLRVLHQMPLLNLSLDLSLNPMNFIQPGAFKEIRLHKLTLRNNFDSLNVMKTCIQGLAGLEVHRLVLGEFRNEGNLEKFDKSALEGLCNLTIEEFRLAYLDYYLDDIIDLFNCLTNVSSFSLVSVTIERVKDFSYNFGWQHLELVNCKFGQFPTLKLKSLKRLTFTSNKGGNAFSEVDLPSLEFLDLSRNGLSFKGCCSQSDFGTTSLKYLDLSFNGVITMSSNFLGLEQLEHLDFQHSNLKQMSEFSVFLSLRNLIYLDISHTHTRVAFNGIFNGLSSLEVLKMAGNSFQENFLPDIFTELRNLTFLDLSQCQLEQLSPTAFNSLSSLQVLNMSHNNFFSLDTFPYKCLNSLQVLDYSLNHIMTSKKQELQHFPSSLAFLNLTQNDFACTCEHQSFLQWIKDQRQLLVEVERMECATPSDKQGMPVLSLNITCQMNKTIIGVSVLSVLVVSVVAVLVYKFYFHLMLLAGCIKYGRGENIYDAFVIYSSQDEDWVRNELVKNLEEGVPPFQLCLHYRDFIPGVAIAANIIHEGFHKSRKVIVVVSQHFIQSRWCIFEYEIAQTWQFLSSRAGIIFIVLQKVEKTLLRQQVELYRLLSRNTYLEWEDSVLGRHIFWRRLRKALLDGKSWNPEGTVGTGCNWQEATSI
Target sequence (Q99836 whole entry, looked up): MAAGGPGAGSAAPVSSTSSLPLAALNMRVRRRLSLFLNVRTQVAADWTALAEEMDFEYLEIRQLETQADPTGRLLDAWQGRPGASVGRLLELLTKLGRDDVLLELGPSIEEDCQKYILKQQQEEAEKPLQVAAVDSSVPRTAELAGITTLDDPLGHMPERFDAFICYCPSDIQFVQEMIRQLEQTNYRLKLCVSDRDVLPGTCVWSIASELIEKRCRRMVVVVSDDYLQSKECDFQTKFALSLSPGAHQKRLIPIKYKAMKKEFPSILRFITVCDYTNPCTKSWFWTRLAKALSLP
STAT3 inh: inhibitors of IL-6 induced STAT3 signaling | AID 862 | hit rate 0.89% among 190,000 | inhibition, % at 5.5 µM | U3A cells, IL-6 STAT3-luciferase reporter, luminescence; host cell line lacks STAT1;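 active = inhibition above the mean inhibition across all screened compounds plus 3 SD, cut at about 44% in these data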;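 note: 0% = DMSO only wells and 100% = 100 µM nifuroxazide control wells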
STAT1 act: STAT1 signaling activation | NIH 3T3 STAT1-luciferase reporter, IFN-gamma, luminescence; 100% = IFN-gamma alone, no compound | activation (% of control), % at 5.5 µM | hit rate 2.6% among 200,000;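 active = activation above the screen-wide mean activation plus 3 SD, cut at about 130% in these data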;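 note: raw ratio to IFN-gamma control signal so 100% means no change and 0% no light; values of inactives mirror those of a sister screen read the other way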
STAT3 act: increases IL-6 driven STAT3 reporter signal; hit rate 0.91% among 190,000; activation (% of control), % at 5.6 µM; U3A cells, IL-6 STAT3-luciferase reporter, luminescence; 100% = signal with IL-6 EC80 alone;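 active = activation above the screen-wide mean of compound activation plus 3 SD, cut at about 130% in these data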;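 note: 0% = background luminescence of wells with medium and substrate only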
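system = STAT3-luciferase reporter U3A cells | reagent = IL-6 stimulus at 33 ng/mL final | timing = 1 h compound pre-exposure, 6 h IL-6 stimulation, 37 °C | measured by = luminescence | evaluation = % activation versus median of IL-6-stimulated wells | control set = IL-6-only wells as 100% reference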
HMGR II inh: blocks class II HMG-CoA reductase of Enterococcus faecalis | purified E. faecalis HMGR, NADPH absorbance 340 nm kinetic | inhibition, % at 10 µM | hit rate 0.41% among 190,000;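 active = inhibition above a set limit, the median over all tested compounds plus 3 SD, cut at about 9.5% in these data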;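 note: enzyme runs in reverse so mevalonate oxidation gives rising NADPH absorbance; 0% = complete reaction with DMSO and 100% = background rate lacking mevalonate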
NF-kB expr up: compounds increasing NF-kB expression in human neuronal cells. NF-kB reporter expression; active compounds read high. fold change at 12.5 µM. hit rate 1.6% among 190,000. AID 1239; in the data active = fold change above about 3.3
Hsp70 activator: switches on Hsp70 transcription | HeLa Hsp70 promoter luciferase reporter, luminescence; scaled: vehicle 0, proteasome-inhibitor control 100% | activation, % at 10 µM | hit rate 0.04% among 200,000 | AID 1203;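 active = activation above the mean across all tested compounds plus 3 SD, cutoff set per campaign, cut at about 5.5% in these data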;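 note: 100% = MG132 at 30 µM as the positive control and 0% = DMSO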
* marks the source's active call; other numbers are inactive results.

`Cc1cnc(NC(=O)CSc2ncc(-c3ccccc3)n2Cc2ccco2)s1` gave STAT1 blocker 7, APP 5'UTR act 2, DTT redox prof -0.4, TLR4 MyD88 comp 7, STAT3 inh 1, STAT1 act 93, STAT3 act 103, HMGR II inh -4, NF-kB expr up 0.86 and Hsp70 activator 0.2.
`COCCNC(=O)/C=C/c1c(Cl)cccc1Cl` gave STAT1 blocker 1, APP 5'UTR act 1, DTT redox prof -0.2, TLR4 MyD88 comp -1, STAT3 inh 11, STAT1 act 99, STAT3 act 90, HMGR II inh 0, NF-kB expr up 1.3 and Hsp70 activator -0.3.
For O=S(=O)(Nc1cccc(-c2nc3cccnc3s2)c1)c1ccc2c(c1)CCCC2 the results were STAT1 blocker -3, APP 5'UTR act -6, DTT redox prof 0.0, TLR4 MyD88 comp -8, STAT3 inh 8, STAT1 act 102, STAT3 act 93, HMGR II inh -7, NF-kB expr up 0.97 and Hsp70 activator 0.1.
For Cc1ccccc1Cn1cc(S(=O)(=O)CC(=O)Nc2nccs2)c2ccccc21 the results were STAT1 blocker 4, APP 5'UTR act -29, DTT redox prof 2.7, TLR4 MyD88 comp -14, STAT3 inh 3, STAT1 act 96, STAT3 act 99, HMGR II inh -2, NF-kB expr up 0.72 and Hsp70 activator -0.4.
`O=C(CSc1ccc2nnc(-c3ccccn3)n2n1)Nc1ccc2c(c1)OCCO2` gave STAT1 blocker -2, APP 5'UTR act -12, DTT redox prof 0.1, TLR4 MyD88 comp -3, STAT3 inh 13, STAT1 act 102, STAT3 act 96, HMGR II inh 2, NF-kB expr up 1 and Hsp70 activator 0.0.
For COc1ccc(OC)c2c(N3CCN(C)CC3)cc(C(F)(F)F)nc12 the results were STAT1 blocker -2, APP 5'UTR act -9, DTT redox prof 0.8, TLR4 MyD88 comp -14, STAT3 inh 1, STAT1 act 102, STAT3 act 101, HMGR II inh -8, NF-kB expr up 1.3 and Hsp70 activator 0.1.
For COc1ccc(S(=O)(=O)N2CCC(O)(c3ccc(Cl)cc3)CC2)cc1 the results were STAT1 blocker -8, APP 5'UTR act 0, DTT redox prof 1.3, TLR4 MyD88 comp -10, STAT3 inh 10, STAT1 act 108, STAT3 act 94, HMGR II inh -5, NF-kB expr up 1.1 and Hsp70 activator -0.2.
`COCCCNC(=S)Nc1ccccc1[N+](=O)[O-]` gave STAT1 blocker -1, APP 5'UTR act 12, DTT redox prof -0.2, TLR4 MyD88 comp 1, STAT3 inh 0, STAT1 act 100, STAT3 act 104, HMGR II inh 2, NF-kB expr up 0.89 and Hsp70 activator 0.0.
For Cc1ccc(S(=O)(=O)NCC(=O)Nc2ccc(C(F)(F)F)cc2)cc1 the results were STAT1 blocker 3, APP 5'UTR act 17, DTT redox prof 0.1, TLR4 MyD88 comp 3, STAT3 inh 13, STAT1 act 97, STAT3 act 95, HMGR II inh -1, NF-kB expr up 1.1 and Hsp70 activator -0.2.
`Cc1cc(C(=O)OCC(=O)Nc2ccc(F)c(F)c2F)c(C)o1` gave STAT1 blocker 4, APP 5'UTR act 6, DTT redox prof -2.1, TLR4 MyD88 comp -9, STAT3 inh 2, STAT1 act 97, STAT3 act 98, HMGR II inh 4, NF-kB expr up 1 and Hsp70 activator 0.1.
For O=C(Nc1ccc(Cl)cc1)Nc1nnc(CSCc2ccc(Cl)cc2)s1 the results were STAT1 blocker -4, APP 5'UTR act -8, DTT redox prof 0.2, TLR4 MyD88 comp -1, STAT3 inh -5, STAT1 act 104, STAT3 act 104, HMGR II inh 1, NF-kB expr up 0.95 and Hsp70 activator -0.2.
Screening COC(=O)c1c(NC(=O)C2CC2)sc(C(=O)Nc2ccccc2)c1C returned STAT1 blocker -16, APP 5'UTR act 33, DTT redox prof -3.4, TLR4 MyD88 comp 10, STAT3 inh -5, STAT1 act 115, STAT3 act 103, HMGR II inh -10, NF-kB expr up 1.5 and Hsp70 activator 0.2.

A section of the results above, for reference:
`Cc1cc(C(=O)OCC(=O)Nc2ccc(F)c(F)c2F)c(C)o1` gave STAT1 blocker 4, APP 5'UTR act 6, DTT redox prof -2.1, TLR4 MyD88 comp -9, STAT3 inh 2, STAT1 act 97, STAT3 act 98, HMGR II inh 4, NF-kB expr up 1 and Hsp70 activator 0.1.
For O=C(Nc1ccc(Cl)cc1)Nc1nnc(CSCc2ccc(Cl)cc2)s1 the results were STAT1 blocker -4, APP 5'UTR act -8, DTT redox prof 0.2, TLR4 MyD88 comp -1, STAT3 inh -5, STAT1 act 104, STAT3 act 104, HMGR II inh 1, NF-kB expr up 0.95 and Hsp70 activator -0.2.
Screening COC(=O)c1c(NC(=O)C2CC2)sc(C(=O)Nc2ccccc2)c1C returned STAT1 blocker -16, APP 5'UTR act 33, DTT redox prof -3.4, TLR4 MyD88 comp 10, STAT3 inh -5, STAT1 act 115, STAT3 act 103, HMGR II inh -10, NF-kB expr up 1.5 and Hsp70 activator 0.2.

Next section.
`O=C(/N=C1/c2ccccc2CN1c1ccccc1)Nc1ccccc1` gave STAT1 blocker 1, APP 5'UTR act 4, DTT redox prof 0.1, TLR4 MyD88 comp 4, STAT3 inh 4, STAT1 act 99, STAT3 act 99, HMGR II inh 3, NF-kB expr up 1.1 and Hsp70 activator -0.5.
`C=CCNc1oc(/C=C/c2ccccc2)nc1C#N` gave STAT1 blocker -61, APP 5'UTR act 174*, DTT redox prof 0.7, TLR4 MyD88 comp -14, STAT3 inh -1, STAT1 act 155*, STAT3 act 111, HMGR II inh -1, NF-kB expr up 7.2* and Hsp70 activator 0.4.
`O=C(NCc1ccco1)C1CCC(N2C(=O)C3C4CCC(C4)C3C2=O)CC1` (configuration not stated) gave STAT1 blocker -2, APP 5'UTR act 12, DTT redox prof -0.6, TLR4 MyD88 comp -7, STAT3 inh -1, STAT1 act 102, STAT3 act 103, HMGR II inh -4, NF-kB expr up 0.97 and Hsp70 activator -0.2.
For COc1ccc(C(=O)Cn2nc(CNc3ccc(Br)cc3)[n+]3c2CCCCC3)cc1 the results were STAT1 blocker 1, APP 5'UTR act 2, DTT redox prof -1.5, TLR4 MyD88 comp -22, STAT3 inh 7, STAT1 act 99, STAT3 act 96, HMGR II inh 0, NF-kB expr up 0.73 and Hsp70 activator -0.1.
Screening COc1cc(NC(=O)c2ccco2)ccc1NC(=O)c1ccccc1Cl returned STAT1 blocker -13, DTT redox prof 0.8, TLR4 MyD88 comp -3, STAT3 inh 18, STAT1 act 110, STAT3 act 87, HMGR II inh 0, NF-kB expr up 1.7 and Hsp70 activator -0.2.
For CC(C)OC(=O)/C(=C/c1cccnc1)NC(=O)c1ccccc1 the results were STAT1 blocker -3, APP 5'UTR act -4, DTT redox prof 0.4, TLR4 MyD88 comp -2, STAT3 inh -2, STAT1 act 103, STAT3 act 103, HMGR II inh -4, NF-kB expr up 1.1 and Hsp70 activator -0.1.
For CCS(=O)(=O)n1nc(-c2ccccc2)nc1SCc1ccccc1 the results were STAT1 blocker -32, APP 5'UTR act 38, DTT redox prof 0.6, TLR4 MyD88 comp 1, STAT3 inh 1, STAT1 act 130*, STAT3 act 102, HMGR II inh -2, NF-kB expr up 2.3 and Hsp70 activator 0.3.
For Cc1cc(N2CCOCC2)c2c(N)cc(C)c(C)c2n1 the results were STAT1 blocker 0, APP 5'UTR act -7, DTT redox prof -0.5, TLR4 MyD88 comp -10, STAT3 inh 2, STAT1 act 100, STAT3 act 98, HMGR II inh -1, NF-kB expr up 1.1 and Hsp70 activator -0.1.
Screening O=C(NCc1ccco1)c1cc(-c2ccc(F)cc2)on1 returned STAT1 blocker -46, APP 5'UTR act 45, DTT redox prof 0.1, TLR4 MyD88 comp 1, STAT3 inh 0, STAT1 act 142*, STAT3 act 103, HMGR II inh -2, NF-kB expr up 2.8 and Hsp70 activator 0.1.
`COCCNC(=S)N/N=C(\C)c1cccc(C(F)(F)F)c1` gave STAT1 blocker -2, APP 5'UTR act -19, DTT redox prof 0.2, TLR4 MyD88 comp -9, STAT3 inh 20, STAT1 act 100, STAT3 act 85, HMGR II inh 1, NF-kB expr up 1.1 and Hsp70 activator -0.1.
`CCC(Oc1cc(Cl)ccc1Cl)C(=O)NNC(=O)CCC(=O)O` (configuration not stated) gave STAT1 blocker 0, APP 5'UTR act 9, DTT redox prof -0.1, TLR4 MyD88 comp -3, STAT3 inh -13, STAT1 act 102, STAT3 act 108, HMGR II inh -1, NF-kB expr up 1 and Hsp70 activator -0.1.
For O=c1oc2ccccc2cc1-c1ccc(O)cc1O the results were STAT1 blocker -4, APP 5'UTR act 33, DTT redox prof -0.6, TLR4 MyD88 comp -7, STAT3 inh 0, STAT1 act 104, STAT3 act 99, HMGR II inh 0, NF-kB expr up 1.3 and Hsp70 activator 0.0.
Screening CCOc1ccc(Oc2cc(C)nc(SC)n2)nn1 returned STAT1 blocker 6, APP 5'UTR act 12, DTT redox prof 0.7, TLR4 MyD88 comp 3, STAT3 inh 0, STAT1 act 94, STAT3 act 101, HMGR II inh -4, NF-kB expr up 1.1 and Hsp70 activator -0.3.
CCCc1cc2c(=O)c(-c3cscn3)c(C(=O)OCC)oc2cc1O was read as STAT1 blocker -1, APP 5'UTR act -1, DTT redox prof -1.9, TLR4 MyD88 comp 1, STAT3 inh 19, STAT1 act 101, STAT3 act 86, HMGR II inh -3, NF-kB expr up 1.2 and Hsp70 activator 0.4.
For Cc1nn(-c2cccc(C(=O)O)c2)c(C)c1Oc1ccccc1O the results were STAT1 blocker 5, APP 5'UTR act -14, DTT redox prof -0.1, TLR4 MyD88 comp 9, STAT3 inh 6, STAT1 act 95, STAT3 act 101, HMGR II inh -4, NF-kB expr up 1.1 and Hsp70 activator -0.1.
O=C(NCCN1CCOCC1)c1cc2ccccc2o1 was read as STAT1 blocker -5, APP 5'UTR act 12, DTT redox prof 0.1, TLR4 MyD88 comp -12, STAT3 inh -6, STAT1 act 105, STAT3 act 103, HMGR II inh 2, NF-kB expr up 1.1 and Hsp70 activator -0.1.
For COc1ccc(-c2ccc(OC)cc2)cc1 the results were STAT1 blocker -20, APP 5'UTR act 0, DTT redox prof 2.3, TLR4 MyD88 comp -14, STAT3 inh -2, STAT1 act 118, STAT3 act 104, HMGR II inh 0, NF-kB expr up 1.5 and Hsp70 activator 0.2.
Screening Cc1c(N2C(=O)CS/C2=N\N=C\c2ccccc2O)c(=O)n(-c2ccccc2)n1C returned STAT1 blocker -5, APP 5'UTR act -9, DTT redox prof 1.8, TLR4 MyD88 comp -3, STAT3 inh 5, STAT1 act 105, STAT3 act 105, HMGR II inh 1, NF-kB expr up 1 and Hsp70 activator 0.0.
`Cc1cccc(CN2CCN(C(=S)Nc3ccccc3)CC2)c1` gave STAT1 blocker -10, APP 5'UTR act 27, DTT redox prof 0.1, TLR4 MyD88 comp 10, STAT3 inh 11, STAT1 act 107, STAT3 act 94, HMGR II inh -2, NF-kB expr up 1.1 and Hsp70 activator -0.1.
For CCOc1cccc(-c2nnc3n2N=C(c2cc(OC)ccc2OC)CS3)c1 the results were STAT1 blocker -4, APP 5'UTR act -88, DTT redox prof 0.0, TLR4 MyD88 comp -12, STAT3 inh -4, STAT1 act 102, STAT3 act 107, HMGR II inh -6, NF-kB expr up 1.2 and Hsp70 activator -0.2.
